# esBAF inh = SWI/SNF esBAF complex inhibition. mouse ES cells, Bmi1-luciferase knock-in reporter, 24 h; 100% = twice the neutral-well signal. reporter increase, % at 12.5 µM. 350,000 compounds, 2% hits; in the data active = activation above about 40%; inconclusive = no clear call, values can overlap the other calls;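 also: 0% = median of the plate's neutral control wells and 100% = double that signal; a rise in the Bmi1 reporter signal indicates esBAF inhibition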
# S100A4 inh HTS = blocks human S100A4 binding to myosin IIA peptide; P26447; S100A4/TAMRA-MyoIIA peptide fluorescence polarization; inhibition, % at 10.7 µM; 360,000 compounds, 0.14% hits; AID 652163;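 active = mean inhibition of at least 70% across replicates, with every replicate also reaching that level; inconclusive = mean inhibition reaches 70% but some replicates fall short; inactive = mean inhibition below 70%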
#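 Assay system: human S100A4 monomer with TAMRA-labelled myosin IIA peptide / Buffer or medium: Calcium-containing HEPES buffer, pH 7.2 / Reagent: TAMRA-labelled myosin IIA heavy-chain peptide probe, 5 nM / Compound: one dose per compound / Timing: polarization read 5 min after assay mix addition, stable 5–60 min / Benchmarks: neutral control DMSO, positive control TFP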
# RAD54 branch = RAD54 (human) branch migration inhibition; inhibition, % at 10.4 µM; 360,000 compounds, 0.14% hits; Q92698; RAD54 Holliday junction branch migration, FAM/BHQ fluorescence;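 active = mean normalized replicate activity at least 40 and at least half of replicates scoring 40 or more; inconclusive = only one of the two criteria met; inactive = mean below 40 and under half of replicates reaching 40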;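 also: 0% = median of neutral control wells and 100% = median of positive control wells; inhibitors cause a drop in the FAM fluorescence signal; in these data hits start at about 50%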
# FN deposition inh = fibronectin deposition inhibition. 350,000 compounds, 0.086% hits. inhibition, % at 12.6 µM. AH1F fibroblasts, Alexa488-fibronectin deposition fluorescence, overnight. AID 743247;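 active = mean inhibition across replicates of 30% or more, regardless of how many single replicates reach that level; inconclusive = mean under 30% yet at least half of replicates reach 30%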;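 also: positive control wells lacked labelled fibronectin entirely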
#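 Schedule: 1 h cell adhesion before compound, then overnight fibronectin incubation; test system: AH1F fibroblast monolayer depositing Alexa488-labelled fibronectin into matrix; quantity: 10000 AH1F cells per well; probe or stimulus: fluorescent fibronectin at 24 nM final; signal: fluorescence, ex 485 nm, em 525 nm; evaluation: percent inhibition as loss of matrix-bound fibronectin fluorescence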
# EWS-Fli inh = EWS/Fli transcriptional activity inhibition; A673 NR0B1-luciferase reporter, viability-normalised; inhibition, % at 12.6 µM; 350,000 compounds, 0.67% hits; AID 651661;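 active = mean inhibition of at least 50% after viability correction, with every replicate also passing that limit; inconclusive = mean reaches 50% but only one of two replicates passes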;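 also: firefly luciferase signal divided by Alamar Blue viability fluorescence both relative to DMSO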
# Xi reactivation = X-chromosome reactivation activator | XiGFP mouse fibroblasts, % GFP-positive cells imaging, 3 d; cells co-treated with 5-aza-dC sensitizer; scaled so ellipticine positive control = 100% | activation, % at 7.58 µM | 360,000 compounds, 0.055% hits;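 active = mean normalized replicate activation at least 10% and every replicate at or above 10%; inconclusive = only one of the two criteria met; inactive = mean below 10% and not all replicates reach 10%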;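 also: 0% = median of on-plate neutral control wells and 100% = ellipticine 6 µM median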
#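 Material: XiGFP fibroblasts, SV40-immortalized; Buffer or medium: DMEM containing 5-aza-dC; Compound dosing: single point; Times: 3 days compound exposure.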
# E-sel inducer = E-selectin induction on HUVECs; P16581; HUVEC E-selectin immunofluorescence imaging; normalized: neutral wells 0, TNF-alpha wells 100; activation, % at 7.58 µM; 260,000 compounds, 0.37% hits; AID 686992;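 active = mean E-selectin-positive cell signal at least 10% of the positive control, reached in at least 60% of replicates, without over 20% cell loss; inconclusive = no rule given, readout overlaps actives, possibly toxicity-flagged; inactive = the rest, including those meeting only one limit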;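 also: in these data hits start at about 27%; measured in HUVEC primary endothelial cells; signal is the percent of cells scored E-selectin positive by PE staining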
# Target sequence (P16581 whole entry, looked up): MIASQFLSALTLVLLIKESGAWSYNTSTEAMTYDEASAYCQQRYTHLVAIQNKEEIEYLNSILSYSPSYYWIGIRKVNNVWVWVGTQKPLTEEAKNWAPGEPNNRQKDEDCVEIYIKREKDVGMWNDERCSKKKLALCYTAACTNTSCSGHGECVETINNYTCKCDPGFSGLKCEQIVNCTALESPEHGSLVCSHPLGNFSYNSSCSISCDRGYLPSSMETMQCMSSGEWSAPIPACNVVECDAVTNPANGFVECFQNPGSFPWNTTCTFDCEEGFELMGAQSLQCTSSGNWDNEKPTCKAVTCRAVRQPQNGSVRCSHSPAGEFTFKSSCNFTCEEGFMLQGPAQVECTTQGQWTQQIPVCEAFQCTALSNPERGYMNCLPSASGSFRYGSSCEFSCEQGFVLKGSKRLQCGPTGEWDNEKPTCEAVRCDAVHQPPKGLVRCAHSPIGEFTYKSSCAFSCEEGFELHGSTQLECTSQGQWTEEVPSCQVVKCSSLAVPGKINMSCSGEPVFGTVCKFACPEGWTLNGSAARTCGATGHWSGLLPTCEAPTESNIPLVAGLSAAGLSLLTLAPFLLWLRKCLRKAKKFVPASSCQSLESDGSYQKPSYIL
#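 Test system: HUVEC | Signal: Immunofluorescence imaging | Read-out: Percent E-selectin-positive cells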
# RAD52 anneal inh = RAD52 (human) annealing inhibition; P43351; recombinant RAD52 DNA annealing, FRET fluorescence; inhibition, % at 18.7 µM; 360,000 compounds, 0.46% hits;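 active = every replicate showing at least 50% inhibition; inconclusive = mean inhibition at least 50% but not in every replicate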
# Target sequence (P43351 whole entry, looked up): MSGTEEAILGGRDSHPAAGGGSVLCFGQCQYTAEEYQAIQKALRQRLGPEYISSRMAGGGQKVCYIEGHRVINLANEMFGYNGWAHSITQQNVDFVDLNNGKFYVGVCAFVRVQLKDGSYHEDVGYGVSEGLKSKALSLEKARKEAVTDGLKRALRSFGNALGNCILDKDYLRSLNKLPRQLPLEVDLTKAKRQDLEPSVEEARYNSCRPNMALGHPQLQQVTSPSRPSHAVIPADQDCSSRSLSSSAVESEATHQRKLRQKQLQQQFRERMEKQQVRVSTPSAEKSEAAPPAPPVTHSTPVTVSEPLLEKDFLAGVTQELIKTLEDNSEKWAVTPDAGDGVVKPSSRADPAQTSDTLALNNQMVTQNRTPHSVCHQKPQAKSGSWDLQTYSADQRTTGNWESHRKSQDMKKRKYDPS
# An asterisk follows results filed as active; u = inconclusive; x = no result given.
SMILES,esBAF inh,S100A4 inh HTS,RAD54 branch,FN deposition inh,EWS-Fli inh,Xi reactivation,E-sel inducer,RAD52 anneal inh
Cc1ccc(NC(=O)CNC(=O)c2cccs2)c(O)c1,9,-1,3,x,5,0.1,0.2,-4
Cc1[nH]c2ccccc2c1/C=N/NC(=O)CNC(=O)c1cccs1,x,-2,x,1,0,0.0,x,-16
Cn1c(N)c(C(=O)CSc2nnc(C3CC3)n2-c2ccccc2)c(=O)n(C)c1=O,-4,1,6,-6,-4,0.2,0.1,-5
CCOc1ccccc1NC(=O)CN(Cc1ccccc1)S(C)(=O)=O,-6,7,-1,x,11,x,x,-15
S=c1[nH]c(-c2ccccc2)cn1/N=C/c1cccc2ccccc12,x,-1,x,-9,-2,0.0,2.9,-18
Nc1ncnc2c1ncn2[C@@H]1O[C@H](CNS(=O)(=O)c2ccc(-c3ccno3)s2)[C@@H](O)[C@H]1O,3,-6,-1,-4,1,-0.2,0.0,-17
Cc1ccc(C(=O)N2CCN(C(=O)c3ccccc3)C2c2ccc(N(C)C)cc2)cc1 (stereo unspecified),6,x,7,0,x,-0.1,0.0,x
CCN(CC)CCNc1cc(C)nc2c1C(=O)C(=O)C=C2N1CCCCC1,-9,6,10,13,-17,0.8,1.2,34
O=C(c1cccs1)N1CCN(c2cc(Cl)ccc2Cl)CC1,0,-4,-1,-8,-1,0.0,-0.1,9
CCCCC(=O)N(C)c1c(CC)nc2c(OCCOc3ccc(F)cc3)cccn12,-3,-2,-5,-11,12,0.1,0.0,0
COCCNC(=O)c1ccc(N2CC3CC(C2)c2cccc(=O)n2C3)c(NC(=O)c2ccc(Br)o2)c1 (stereo unspecified),-2,46,1,6,5,0.3,3.7,-7
CC=Cc1ccc2n(c1=O)C[C@H]1[C@H](CO)[C@@H](C(=O)NCCC)N(C(=O)CC3CC3)[C@@H]21 (mixture of isomers),2,-14,-3,x,0,0.4,1.5,-10
C[C@H](NC(=O)c1nc[nH]c1C(=O)NCC(=O)OCc1ccccc1)C(=O)OCc1ccccc1,10,1,8,11,1,0.0,x,-3
CCOC(=O)N/N=C/c1c(F)c(F)c(F)c(F)c1F,x,0,x,-28,14,-0.1,x,-2
Cc1cccc(NC(=O)c2ccccc2NC(=O)Cc2ccccc2)c1C,1,-1,-3,x,11,x,x,-9
C[C@@H]1CCCCO[C@@H](CN(C)Cc2ccncc2)[C@H](C)CN([C@H](C)CO)C(=O)c2cc(NS(=O)(=O)c3ccc(F)cc3)ccc2O1,1,1,-1,-6,-16,0.4,-0.1,-7
CCOC(=O)Cn1c(C(F)(F)F)nc2nc(Cl)c(Cl)nc21,x,1,x,-2,-2,0.0,-0.5,-17
Cc1ccc(S(=O)(=O)N(C)C[C@@H]2Oc3c(NC(=O)c4nc5ccccc5s4)cccc3C(=O)N([C@@H](C)CO)C[C@H]2C)cc1,6,15,1,x,11,-0.7,1.6,7
Cc1ccc(C(=O)N(CCN2CCCCC2)CC2CCCN(C3CCCC3)C2)s1 (stereo unspecified),x,-25,-13,x,x,0.1,0.4,-18
CC(=O)CCC1C2C(O)C(C(C)C)C(OC(=O)/C=C/c3ccccc3)CC12C (stereo unspecified),4,-14,3,x,5,x,x,-13
O=C(Cc1cccc(Cl)c1)Nc1ccc(Br)cc1,x,-5,x,-1,-10,0.1,0.2,-10
COc1ccc(S(=O)(=O)N[C@@H]2CC[C@H](CCNC(=O)Cc3ccccn3)O[C@H]2CO)cc1,-1,-13,-3,6,-3,0.6,0.1,-12
CC(CCc1ccccc1)NC(=O)CCNS(=O)(=O)c1ccccc1C(F)(F)F (stereo unspecified),0,8,-3,-4,7,0.0,x,-4
CCn1c(=N)c(C(=O)NC)cc2c(=O)n3cccc(C)c3nc21,-2,2,u,3,x,x,x,x

# An excerpt from above in order of the esBAF inh value, rising:
structure	esBAF inh
COc1ccc(S(=O)(=O)N[C@@H]2CC[C@H](CCNC(=O)Cc3ccccn3)O[C@H]2CO)cc1	-1
CC(CCc1ccccc1)NC(=O)CCNS(=O)(=O)c1ccccc1C(F)(F)F (stereo unspecified)	0
Cc1ccc(S(=O)(=O)N(C)C[C@@H]2Oc3c(NC(=O)c4nc5ccccc5s4)cccc3C(=O)N([C@@H](C)CO)C[C@H]2C)cc1	6
C[C@H](NC(=O)c1nc[nH]c1C(=O)NCC(=O)OCc1ccccc1)C(=O)OCc1ccccc1	10

# Continuation.
SMILES,esBAF inh,S100A4 inh HTS,RAD54 branch,FN deposition inh,EWS-Fli inh,Xi reactivation,E-sel inducer,RAD52 anneal inh
CCNC(=O)C[C@H]1CC[C@H]2[C@@H](COC[C@@H](O)CN2C(=O)CC)O1,-1,-3,-4,-8,1,0.0,0.1,-1
CCOc1cc(/C=N/NC(=O)c2ccncc2)cc(Br)c1O,3,3,9,-12,-4,-0.1,-0.1,-64
C#CCOCCOCCOCCNc1nc(N2CCN(C(=O)[C@H]([C@@H](C)O)n3cc(CCCCN)nn3)CC2)nc(N2CCN(C(=O)[C@H]([C@@H](C)CC)n3cc(CCCN=C(N)N)nn3)CC2)n1,-10,-3,-10,-1,-12,0.0,-0.2,32
CC(C)C(=O)Nc1ccc2c(c1)C(=O)N(C)[C@H]1CC[C@H](CC(=O)NCCc3ccccc3)O[C@H]1CO2,-6,x,8,1,-4,0.0,-0.1,x
COc1cc(CN2CCN(Cc3c[nH]c4ccccc34)CC2CCO)cc(OC)c1 (stereo unspecified),-9,-8,14,-5,14,0.0,0.1,-6
C[C@@H]1CNC(=O)c2c(C(=O)N[C@H](C)c3ccccc3)ncn21,-9,-2,-3,-2,-3,0.2,x,-14
O=S(=O)(NCCN1CCOCC1)c1ccc(Cl)c(Cl)c1,-5,-3,-11,-5,6,0.2,-0.1,-4
Cc1cc(OC(C)C(=O)N2CCN(c3ccc(F)cc3)CC2)c2c(C)cc(=O)oc2c1 (stereo unspecified),-7,0,x,6,x,0.2,0.7,-3
CC1CCN(S(=O)(=O)c2ccc3c(c2)N(C)C(=O)CC(=O)N3C)CC1,1,-2,-8,1,-4,0.3,-0.4,-7
CC1CCCCN1C(=O)Cn1c(=O)oc2cc(S(=O)(=O)N3CCCCC3)ccc21 (stereo unspecified),-2,1,7,-2,x,0.1,x,2
COc1ccccc1N1CCN(CC(=O)c2c(C)[nH]c3ccccc23)CC1,0,5,3,x,8,x,x,-5
CCC(C(=O)Nc1ccsc1C(=O)OC)c1ccccc1 (stereo unspecified),x,1,x,-1,-1,0.2,-3.7,3
CCC(=O)N1CC[C@@H]2[C@@H](CO)N(C)c3ccc(-c4cccc(OC)c4)cc3[C@@H]21,-4,4,-5,-1,-28,0.3,u,-1
C=CCSc1nc2sc3c(c2c(=O)[nH]1)CC(C)(CC)OC3 (stereo unspecified),4,-1,-8,3,-10,0.4,x,-6
C[C@@H]1CN([C@@H](C)CO)C(=O)c2cc(NC(=O)C3CCCCC3)ccc2O[C@H]1CN(C)Cc1ccc(Cl)c(Cl)c1,2,-15,11,x,7,0.2,0.1,-34
COc1cc(/C=C(\C#N)c2nc3ccccc3[nH]2)ccc1O,55*,2,-34,-2,-73,0.2,0.0,-334
CN(C(=O)COC(=O)C1CCN(S(=O)(=O)c2ccc(Cl)cc2)CC1)C1CCS(=O)(=O)C1 (stereo unspecified),-2,-25,5,6,8,0.2,0.2,-15
Cc1ccccc1OCC(O)CNC1CCCC1 (stereo unspecified),-6,1,-5,5,15,0.0,x,-6
C[C@@H]1CN([C@@H](C)CO)S(=O)(=O)c2ccc(C#CC3CC3)cc2O[C@@H]1CN(C)C(=O)c1cccc(F)c1,11,0,0,x,-2,-0.7,0.0,-4
Cc1cccc(C)c1NC(=O)COC(=O)C1CC(=O)N(Cc2ccccc2)C1 (stereo unspecified),-4,-1,-3,0,11,0.0,-0.6,-5
CN1C(=O)N(CC(=O)Nc2ccc(C(F)(F)F)cc2)C(=O)C12CCCCC2,0,-1,-4,0,2,1.0,0.6,-11
Fc1ccc(NC(=S)N2CCN(c3ncccn3)CC2)cc1,x,-3,x,12,4,0.0,0.0,-10
C[C@H](CO)N1C[C@H](C)[C@@H](CN(C)C(=O)c2ccncc2)OCCCC[C@H](C)Oc2ccc(NC(=O)Cc3ccccc3)cc2C1=O,3,7,-18,-1,5,0.2,x,6
CCN1CCN(CCNC(=O)CS(=O)(=O)Cc2nc(-c3ccc(C)cc3)oc2C)CC1,2,0,9,-6,12,0.0,0.6,5
COc1ccc(C2CC(c3c(O)cc(C)oc3=O)=NCCS2)c(OC)c1 (stereo unspecified),21,1,-17,-13,x,x,x,x
C[C@@H]1CN([C@H](C)CO)C(=O)Cc2cc(NC(=O)Nc3ccccc3)ccc2O[C@H]1CN(C)S(=O)(=O)c1ccc(Cl)cc1,-2,10,-27,x,1,0.4,-0.5,-12
CCN(CC)C(=O)c1sc(NC(=O)c2ccc3c(c2)OCO3)c(C(N)=O)c1C,u,-4,3,-1,-107,-0.1,-0.7,-13
CC1CN(S(=O)(=O)c2cccc(C(=O)N(Cc3nnc(-c4ccccc4Cl)o3)C3CC3)c2)CC(C)O1 (stereo unspecified),2,-1,-3,3,8,0.0,0.1,13
CCOC1=C2CN(S(=O)(=O)c3ccc(C)cc3)[C@H](c3ccc(CC)cc3)C[C@@H]2N(S(=O)(=O)c2ccc(C)cc2)[C@H](c2ccccc2)C1,-16,-3,7,4,8,0.0,-0.2,-5
CO[C@@H]1CN(C)C(=O)c2ccc(NC(=O)c3cnccn3)cc2OC[C@H](C)N(C(=O)C2CC2)C[C@H]1C,-2,-3,0,x,-1,0.4,0.2,-12
CC(Cc1ccccc1)C(=O)NCc1nc2ccccc2s1 (stereo unspecified),12,3,9,12,-36,-0.3,0.4,-3
COc1ccc(-c2csc(-n3ncc(-c4ccccn4)c3N)n2)cc1,-3,0,2,2,4,0.0,1.7,1
Cc1ccnc(SCc2cc(=O)c(OC(=O)c3ccc(S(=O)(=O)N4CCCC4)cc3)co2)n1,x,10,-15,-6,x,0.3,2.0,-6
O=S(=O)(c1ccc(SCc2ccc(Br)cc2)nc1)N1CCCCC1,-10,-10,-2,-3,7,0.1,-0.1,0
O=C(C[C@@H]1C[C@@H]2c3cc(NC(=O)Nc4ccc(F)cc4)ccc3O[C@@H]2[C@@H](CO)O1)NC1CCCCC1,2,x,1,-10,-3,0.2,0.8,1
COc1cc([N+](=O)[O-])ccc1NC(=O)CCS(=O)(=O)c1ccc2c(c1)n(C)c(=O)c(=O)n2C,-5,-2,x,4,x,0.0,-0.1,2
O=S1(=O)CC(N2CCN(CCO)CC2)CN1C1CCCC1 (stereo unspecified),-3,16,7,-10,-3,x,-1.3,-3
CC(O)(C(=O)c1ccccc1)c1ccccc1 (stereo unspecified),-7,1,2,1,0,0.3,-0.2,-26
